PGK inhibitor – qHTS Assay to Find Inhibitors of Phosphoglycerate Kinase | PGK/GAPDH coupled, Kinase-Glo luminescence, 60 min | AID 602233, 2012 | actives 0.043% (n = 380,000) | Phosphoglycerate kinase, glycosomal (Trypanosoma brucei brucei), P07378 | Potency, µM (highest dose often 57.5 µM), for inactives: at the top dose activity change, negative = inhibition, usual class: inhibitors; note: potency is the fitted concentration of half-maximal effect; % is set by controls: 0 for no effect and ±100 for the full control effect; nearly all actives have a fitted effect of over 60% in size
Target sequence (P07378 whole entry, looked up): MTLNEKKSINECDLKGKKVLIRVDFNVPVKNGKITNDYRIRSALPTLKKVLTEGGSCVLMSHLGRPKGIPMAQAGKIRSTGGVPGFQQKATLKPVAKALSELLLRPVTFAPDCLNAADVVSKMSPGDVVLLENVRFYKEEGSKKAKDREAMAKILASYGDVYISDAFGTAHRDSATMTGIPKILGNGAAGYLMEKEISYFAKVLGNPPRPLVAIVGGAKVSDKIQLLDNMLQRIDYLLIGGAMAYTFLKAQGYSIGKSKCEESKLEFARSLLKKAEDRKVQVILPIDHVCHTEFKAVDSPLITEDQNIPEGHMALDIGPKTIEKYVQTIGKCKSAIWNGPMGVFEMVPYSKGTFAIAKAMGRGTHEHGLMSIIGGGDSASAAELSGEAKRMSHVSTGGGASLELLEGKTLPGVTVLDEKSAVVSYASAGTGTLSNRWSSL
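Recombinant glycosomal PGK reaction used 1,3-bisphosphoglycerate generated in-well by GAPDH (100nM final) in 100mM TEA pH 7.6, 5mM MgCl2, 0.01% Tween-20. After 60 minutes at room temperature, ATP was read by Kinase-Glo Plus luminescence end-point.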
BAZ2B block – qHTS Assay for Inhibitors of BAZ2B; Bromodomain adjacent to zinc finger domain protein 2B (Homo sapiens), Q9UIF8; AlphaScreen BAZ2B-H3K14Ac peptide displacement; Potency, µM (doses to about 114 µM), for inactives: top-dose activity change, negative = inhibition, most hits filed as inhibitors; actives 4.4% (n = 360,000); AID 504333, 2011; note: potency is the fitted concentration of half-maximal effect; % is set by controls: 0 for no effect and ±100 for the full control effect; nearly all actives have a fitted effect of over 60% in size
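Complex of BAZ2B and biotin-H3K14Ac (50 nM apiece) forms over 30 min at RT, then faces library compounds up to 110 uM for another 30 min; AlphaScreen beads added, 20 min dark incubation, luminescence read.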
HP1b binding inh – HTS for Inhibitors of HP1-beta Chromodomain Interactions with Methylated Histone Tails; AlphaScreen HP1-beta / biotin-H3K9me3 peptide binding; Potency, µM (highest dose often 114 µM), without a hit: at the highest dose activity change, negative = inhibition, usual class: inhibitors; actives 0.56% (n = 390,000); Chromobox protein homolog 1 (Homo sapiens), P83916; AID 540317, 2011; note: potency is the fitted concentration of half-maximal effect; nearly all actives have a fitted effect of over 70% in size; inactives centre near 23
Target sequence (P83916 whole entry, looked up): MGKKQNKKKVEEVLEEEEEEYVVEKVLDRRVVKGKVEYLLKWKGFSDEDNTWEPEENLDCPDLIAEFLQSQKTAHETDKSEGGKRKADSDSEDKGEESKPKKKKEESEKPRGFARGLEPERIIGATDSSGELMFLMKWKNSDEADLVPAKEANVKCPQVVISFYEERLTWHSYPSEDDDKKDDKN
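AlphaScreen: HP1-beta (50 nM) preformed 30 min with biotin-H3(1-18)K9me3 peptide (50 nM) in PBS pH 7.4, 0.01% Tween-20. Compound added for 30 min at RT, then streptavidin donor/nickel chelate acceptor beads (10 ug/mL) for 30 min.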
Pin1 inh – qHTS Assay to Find Inhibitors of Pin1. Peptidyl-prolyl cis-trans isomerase NIMA-interacting 1 (Homo sapiens), Q13526. AID 504891, 2011. Potency, µM (top dose mostly 115 µM), inactives show at the top dose activity, negative = inhibition, usual class: inhibitors. actives 0.009% (n = 390,000). Pin1 FP peptide displacement, HiFluor488, 10 min; active = well fitted inhibition curve with a large enough effect in the polarisation, with a control signal flat, not every such curve was filed as active; inconclusive = small, poorly fitted or top-dose-only effect, or effect the other way, or a change in a side signal; inactive = no such curve, though single readings can be large or run the other way; the % refers to the polarisation; note: potency is the fitted concentration of half-maximal effect; % is set by controls: 0 for no effect and ±100 for the full control effect
Target sequence (Q13526 whole entry, looked up): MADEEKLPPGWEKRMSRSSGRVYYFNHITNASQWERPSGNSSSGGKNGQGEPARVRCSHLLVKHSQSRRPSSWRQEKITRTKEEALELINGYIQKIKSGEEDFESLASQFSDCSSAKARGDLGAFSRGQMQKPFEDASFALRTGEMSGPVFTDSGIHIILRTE
PI4K2A block – qHTS for small molecular inhibitors of PI4K2A; Phosphatidylinositol 4-kinase type 2-alpha (Homo sapiens), Q9BTU6; purified PI4K2A, ADP-Glo luminescence, 1 h; active compounds read low; activity change, negative = inhibition, % at 76.9 µM; actives 0.13% (n = 420,000); in the data active = activity change below about -50%; inconclusive = mostly about -30% to -49%;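 note: -100% = wells without enzyme as full effect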
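ADP-Glo luminescence measured ADP generated by PI4K2A enzyme (4 ug/mL before mixing) with 1.2 mM PI substrate (pre-mix) and 300 microM ATP (pre-mix). Tris pH7.5 buffer with MgCl2, Triton X-100; 1 h reaction at ambient temperature.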
GLS inhibitor – qHTS for Inhibitors of Glutaminase (GLS); Glutaminase kidney isoform, mitochondrial (Homo sapiens), O94925; GLS enzymatic activity, qHTS titration; Potency, µM (doses to about 45.5 µM), without a hit: at the top dose activity change, negative = inhibition, most hits filed as inhibitors; actives 0.21% (n = 410,000); AID 624170, 2012; note: potency is the fitted concentration of half-maximal effect; % is set by controls: 0 for no effect and ±100 for the full control effect
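Human kidney-isoform GLS in 45 mM KH2PO4 pH 8.2, 0.02% Tween-20, with compound, started with 1mM L-Glutamine (added stock). Glutamate oxidase/HRP/Amplex red coupled fluorescence read at start and after 30 min at RT.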
JMJD2A Tudor inh – qHTS Assay for Inhibitors of JMJD2A-Tudor Domain. AlphaScreen JMJD2A-Tudor / H3K4me3 peptide binding. actives 4.4% (n = 390,000). Lysine-specific demethylase 4A (Homo sapiens), O75164. Potency, µM (series often up to 114 µM), inactives show at the top dose activity change, negative = inhibition, hits mostly inhibitors; note: potency is the fitted concentration of half-maximal effect; % is set by controls: 0 for no effect and ±100 for the full control effect; nearly all actives have a fitted effect of over 50% in size
G9a inh – qHTS Assay for Inhibitors of Histone Lysine Methyltransferase G9a; Histone-lysine N-methyltransferase EHMT2 (Homo sapiens), Q96KQ7; G9a H3K9 monomethylation, AlphaScreen, 2 h; Potency, µM (doses to about 102 µM), for inactives: top-dose activity, negative = inhibition, usual class: inhibitors; actives 8.8% (n = 350,000); AID 504332, 2011; note: potency is the fitted concentration of half-maximal effect; % is set by controls: 0 for no effect and ±100 for the full control effect; nearly all actives have a fitted effect of over 75% in size
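AlphaScreen read-out: biotin-H3K9 peptide (500 nM) methylation by 20 nM enzyme with 20 uM SAM, 2 h at room temperature after 15 min compound preincubation; anti-monomethyl H3K9 antibody plus donor/acceptor beads, 10 min dark.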
Pol eta inh – qHTS for Inhibitors of Polymerase Eta; DNA polymerase eta (Homo sapiens), Q9Y253; recombinant Pol eta, fluorescent DNA replication assay; Potency, µM (titrated, usually from 114 µM), for the others: at the top dose activity change, negative = inhibition, most hits filed as inhibitors; actives 1.2% (n = 390,000); note: potency is the fitted concentration of half-maximal effect; % is set by controls: 0 for no effect and ±100 for the full control effect
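Pol eta (10 nM) was preincubated with compounds for 15 min at room temperature, after which fluorescent replication substrate (50 nM final) was added to start the reaction. Fluorescence was read kinetically at 0 and 10 min.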
An asterisk follows results filed as active; i = inactive; ? = inconclusive; . = not tested or not shown; & = joins results of further samples; [ ] = remark or other dose. Unless noted, calls come from the whole dose curve; as a rule, active = well fitted curve in the direction sought with a large enough effect; inconclusive = small, poorly fitted or top-dose-only effect, or another doubt; inactive = no such curve, though single readings can be large; an effect the other way counts as inactive or inconclusive.

HP1b binding inh	Pol eta inh	PI4K2A block	G9a inh	PGK inhibitor	GLS inhibitor	BAZ2B block	Pin1 inh	JMJD2A Tudor inh	smiles
14%	-15%	5	3%	-3%	2%	-1%	-1%	-20%	C/C(=N\N1CCN(c2ccccc2)CC1)c1cccs1
15%	-14%	-2	.	3%	2%	.	19%	-26%	CN(Cc1ccccc1)C(=O)c1ccc(NC(=O)Cc2ccc(NC(=O)C3CCCN(C(=O)C4CCCC4)C3)cc2)cc1 (stereo not given)
7%&-2%	-4%&0%	2&-5	1%	2%&-9%	-3%&-1%	-3%&-32%	-4%&-15%	-10%&-3%	COc1ccccc1CNS(=O)(=O)c1cc2c3c(c1)CCN3C(=O)CC2
33%	-21%	5	33%[12.7 µM]	-2%	-8%	7%	0%	0%	CCCCOc1ccc(C(=O)NCC(=O)NCC(c2cccs2)N2CCOCC2)cc1 (stereo not given)
53%[activator]	-1%	-14	28%	3%	-5%	?	-2%	21%	CCc1nnc(NC(=O)CCC(=O)NC2CC2)s1
24%	0%	-2	?	-8%	1%	0%	-1%	1%	CCC(C)[C@H](NC(=O)N1CC(=O)Nc2ccccc21)C(=O)N[C@H](C(=O)O)c1ccccc1 (stereo not given in full)
33%	-8%	-8	13%	-4%	-16%	6%	5%	-5%	COc1ccccc1C(=O)Nc1nnc(-c2ccc(F)cc2)s1
?	-15%	-5	14µM*	-2%	-1%	?	-14%	?	O=C(C1CCN(Cc2ccccc2)CC1)N1CCN(C/C=C/c2ccccc2)CC1
.	-12%	0	.	-2%	-11%	.	.	.	O=C(NC1CC1)c1ccccc1NC(=O)c1ccccc1OC(F)F
25%	-21%	-5	-2%	i	-11%	-21%	-2%	3%	COc1ccc(CN(C(=O)c2snc(C(N)=O)c2N)C(C)C(=O)NCc2ccc(F)cc2)cc1 (stereo not given)
-5%	?	4	?	i	1%	?	-17%	?	CCOc1ccc(-c2nc(N)nc(C)c2-c2ccc(Cl)cc2)c(O)c1
11%	-2%	2	-11%	-3%	-4%	-3%	-1%	-20%	COc1ccc(NS(=O)(=O)c2ccc(C)c(C(=O)NCc3cccnc3)c2)cc1
29%	-14%	4	26%	i	3%	-20%	0%	1%	CCOC(=O)N1CCN(CCC(=O)Nc2cc(C)ccc2OC)CC1
-23%	-17%	2	?	-1%	11%	?	-1%	?	O=C(c1ccccc1-n1cccn1)N1CCc2c([nH]c3ccccc23)C1c1ccccn1 (stereo not given)
17%	2%	-1	-28%	3%	7%	-5%	5%	0%	CN(CC(=O)Nc1ccc(F)c(F)c1F)C(=O)CC1OC(=O)c2ccccc21 (stereo not given)
12%	-15%	5	.	-4%	2%	-19%	0%	-7%	NNC(=O)C1CC1(c1ccccc1)c1ccccc1 (stereo not given)
-5%	-24%	6	?	-8%	-5%	?	11%	?	Cc1cccc(N=C2Sc3nc4c(C)c(C)ccc4cc3CN2CCN2CCOCC2)c1
32%	-13%	-2	-38%	i	-2%	-2%	-6%	-19%	CSCCC(NS(=O)(=O)c1ccc(Cl)cc1)C(=O)O (stereo not given)
67%[activator]	-16%	-2	6%[59 µM]	-6%	-14%	12%	7%	13%	Cc1ccccc1C(=O)N(Cc1nc(-c2ccc(Cl)cc2)no1)C(C)C
60%[activator]	-12%	-2	33%[59 µM]	-5%	1%	20%	?	42%[activator]	CCN1c2cccc3cccc(c23)S1(=O)=O
15%	-18%	1	3%[59 µM]	-1%	3%	.	5%	-28%	COc1ccc(NC(=O)CS(=O)CC(=O)NCc2cccc(C(F)(F)F)c2)cc1 (stereo not given)
-11%	6%	-17	-3%	1%	-5%	-34%	-2%	-28%	Clc1ccc(N=c2ssnc2Cl)nc1
11%	-9%	-6	20%[0.501 µM]	7%	-4%	?	23%	-13%	N/C(=N\OC(=O)c1cccc2ccccc12)c1cccc([N+](=O)[O-])c1
-6%	0%	-6	0%[59 µM]	-10%	-1%	?	-7%	-34%	Cc1csc(SCC(=O)Nc2ccccc2[N+](=O)[O-])n1
57%[activator]	-16%	-10	4%[12.7 µM]	i	-24%	8%	3%	26%	COCCCNC(=O)c1c(N)n(-c2ccccc2)c2nc3ccccc3nc12
-15%	-25%	-2	18µM*	-5%	-11%	?	-4%	?	COc1ccc(-c2[nH]c(-c3cccc(OC)c3)nc2SCC(=O)NCc2ccco2)cc1
-1%	-12%	-1	-51%	-3%	-21%	-19%	-1%	-9%	COc1ccc(NC(=O)CC2C(=O)N(C)C(=S)N2CCc2ccccc2F)cc1 (stereo not given)
13%	-6%	2	-11%	0%	10%	6%	3%	-16%	Cc1ccc(Sc2ncnc(N)c2[N+](=O)[O-])cc1
97%[activator]	-5%	-1	4%[59 µM]	-1%	-5%	6%	-7%	-5%	CC(=O)c1cn(CCC(C)C)c(=O)[nH]c1=O
55%	89µM*	-3	?	-1%	-4%	?	?	?	CCc1nnc(NC(=O)c2sc3nc4cc(C)ccc4cc3c2N)s1
30%[57 µM]	-18%	0	.	5%	1%	9%	9%	30%	Cc1cc(Cl)c2oc(C(=O)NCCC3CCCCO3)c(C)c2c1 (stereo not given)
74%[activator]	-23%	-2	43%[59 µM]	i	0%	2%	29%	-21%	CCOc1ccc(CCNC(c2nnc(-c3ccccc3)o2)c2ccccc2Cl)cc1OCC (stereo not given)
19%	-12%	4	.	-5%	0%	-4%	-6%	-4%	Cc1ccc(-n2ncc3c2CCCC3NC(=O)CCc2cnccn2)cc1C (stereo not given)
25%	-29%	-2	-34%	2%	-5%	-2%	-2%	-24%	CCN(CC(=O)Nc1ccccc1C(F)(F)F)C(=O)c1cc(-c2ccccc2)nn1-c1ccccc1
-1%	-9%	-1	?	-4%	10%	0%	?	-5%	CC(=O)Nc1sc(NC(=O)c2ccco2)nc1-c1cccs1
45%[activator]	-14%	2	7%	5%	-4%	?	8%	-36%	CN(Cc1c(C(=O)N/N=C/c2cccc(O)c2)nnn1-c1nonc1N)c1ccccc1
37%	25µM*	-15	-26%[59 µM]	-9%	-6%	-27%	51%[activator]	-28%	COc1ccc2occ(CC(=O)Nc3ccc(S(=O)(=O)Nc4nc(C)cc(C)n4)cc3)c2c1
37%[activator]	-11%	4	-20%[59 µM]	-10%	-6%	-2%	-9%	-12%	CCOC(=O)c1nnn(-c2nonc2N)c1CNc1ccccc1
33%	1%	-2	-10%	16%	3%	-16%	6%	-9%	CCOC(=O)c1c(C)nc2cc(C)cc(C)n12
17%	-16%	3	-5%[2.33 µM]	-6%	5%	6%	-2%	-11%	CCc1ccc(C(=O)CSc2nnc(C3CC3)n2C2CC2)cc1
47%[activator]	-9%	-9	-4%[12.7 µM]	-2%	-10%	19%	-3%	26%	Cc1cccc(/C(N)=N/OC(=O)CCCN2C(=O)c3ccccc3C2=O)c1
-13%	?	-17	-50%	i	-2%	-6%	4%	-26%	C=CCn1cnc2c(c1=O)c1nc3ccccc3nc1n2/N=C/c1cc(OC)c(OC)c(OC)c1
28%	-5%	-3	15%[12.7 µM]	0%	11%	-7%	-9%	-12%	COCC1CCN(C(=O)C2CCC(=O)N(Cc3cccc(C(F)(F)F)c3)C2)CC1 (stereo not given)
10%	-13%	15	?	-3%	-6%	-28%	-5%	-14%	Cc1ccc(-c2csc(NC(=O)CN3CCOCC3)n2)cc1C
32%	-9%	-6	.	-11%	14%	.	-2%	-4%	Cn1c(=O)c2[nH]c(CCCCc3nc4ccccc4[nH]3)nc2n(C)c1=O
.	-6%	6	.	-5%	-8%	.	.	.	O=C(Nc1ccc2c3c(cccc13)CC2)c1ccccc1
42%[activator]	-2%	0	.	0%	6%	6%	-2%	-8%	Cc1cc(C)c(S(=O)(=O)N2CCOC2CNC(=O)C(=O)NCCN2CCOCC2)c(C)c1 (stereo not given)

Complete entries as entered above. Order of values: HP1b binding inh | Pol eta inh | PI4K2A block | G9a inh | PGK inhibitor | GLS inhibitor | BAZ2B block | Pin1 inh | JMJD2A Tudor inh
C=CCn1cnc2c(c1=O)c1nc3ccccc3nc1n2/N=C/c1cc(OC)c(OC)c(OC)c1 is entered as -13% | ? | -17 | -50% | i | -2% | -6% | 4% | -26%
CCOc1ccc(CCNC(c2nnc(-c3ccccc3)o2)c2ccccc2Cl)cc1OCC (stereo not given) is entered as 74%[activator] | -23% | -2 | 43%[59 µM] | i | 0% | 2% | 29% | -21%

Assay outcomes as filed in PubChem.

The list is partial; count on the stated rates, not on these rows.
